# Source: PubChem
# L929 necroptosis – blocks zVAD induced death of L929 cells; viability rescue, % at 10 µM; 0.38% of 220,000 active; L929 zVAD necroptosis rescue, ATP luminescence, 24 h; with zVAD 60 µM;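 active = activation, scaled between plate controls, above about 75%, limit read from the data; inactive = activation under that limit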;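 also: 0% = zVAD with DMSO and 100% = DMSO alone without zVAD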
# FXIIa inh – factor XIIa (human) inhibition; inhibition, % at 5 µM; purified FXIIa, Boc-QGR-AMC fluorogenic substrate, 2 h; P00748; 0.3% of 220,000 active; in the data active = inhibition above about 40%;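 also: 0% = enzyme with no compound and 100% = blank without enzyme; many of its hits are not listed in these tables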
# Rad51 HR inh – Rad51 (human) homologous recombination inhibition. Q06609. hRad51 DNA strand exchange, fluorescence dequenching. inhibition, % at 10 µM. 0.085% of 200,000 active. AID 1385;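 active = inhibition above 40% at the single screening dose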;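 also: 0% = DMSO control wells and 100% = blanks with heterologous ssDNA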
# Target sequence (Q06609 whole entry, looked up): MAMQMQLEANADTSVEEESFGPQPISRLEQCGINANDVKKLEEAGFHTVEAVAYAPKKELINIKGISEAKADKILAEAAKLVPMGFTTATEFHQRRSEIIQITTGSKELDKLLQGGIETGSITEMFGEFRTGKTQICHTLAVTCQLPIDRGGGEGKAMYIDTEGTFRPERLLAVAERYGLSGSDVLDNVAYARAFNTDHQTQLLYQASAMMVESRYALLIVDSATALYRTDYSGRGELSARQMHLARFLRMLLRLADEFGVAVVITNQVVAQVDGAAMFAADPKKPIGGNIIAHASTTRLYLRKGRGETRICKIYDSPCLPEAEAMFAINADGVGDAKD
#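 Read-out basis: percent inhibition relative to plate controls and blanks / Assay system: human Rad51 nucleoprotein filaments preassembled on unlabelled ssDNA / Timing: filaments 15 min 37 °C, then compound 30 min / Control set: per-plate controls and blanks / Technique: fluorescence dequenching at 485/520 nm / Compound: 10 µM final, single point / Also added: Fluorescein- and BHQ1-tagged 47-mer duplex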
# hK5 inh – blocks human kallikrein 5 protease activity; inhibition, % at 5 µM; recombinant hK5, fluorogenic AMC substrate cleavage; Q9Y337; 0.59% of 210,000 active;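 active = inhibition of 40% or more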;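 also: 0% = enzyme controls without compound and 100% = no-enzyme blanks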
# Target sequence (Q9Y337 67-293 limits assumed): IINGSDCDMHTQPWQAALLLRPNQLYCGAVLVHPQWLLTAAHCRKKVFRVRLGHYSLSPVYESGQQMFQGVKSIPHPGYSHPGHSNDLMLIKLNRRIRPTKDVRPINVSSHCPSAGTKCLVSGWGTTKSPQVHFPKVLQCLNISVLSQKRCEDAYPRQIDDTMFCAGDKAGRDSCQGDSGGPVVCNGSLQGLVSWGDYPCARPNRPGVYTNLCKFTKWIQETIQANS
# Cl transport mod – modulates chloride dependent transport by human KCC2; Q9H2X9; KCC2 cells, thallium flux FluoZin-2 fluorescence; B-score of Tl+ flux slope (higher = more flux/activation; lower = inhibition) at 10 µM; 2.2% of 190,000 active;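 active = thallium flux slope and its plate-corrected score both differing from the plate sample mean at a set confidence after two filtering rounds, in either direction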;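 also: slope of fluorescence scaled to starting intensity during 10 to 20 s after thallium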
# Hck-Nef inh – blocks Nef-activated human Hck kinase | Recombinant Hck-YEEI plus Nef, Z-Lyte FRET kinase assay | inhibition, % at 20 µM | 0.68% of 220,000 active | AID 463187;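 active = Hck-Nef kinase inhibition above about 50%, limit read from the data; inactive = inhibition below that limit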;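 also: 0% = DMSO with Hck plus Nef and 100% = Hck alone without Nef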
# Target sequence (P08631 whole entry, looked up): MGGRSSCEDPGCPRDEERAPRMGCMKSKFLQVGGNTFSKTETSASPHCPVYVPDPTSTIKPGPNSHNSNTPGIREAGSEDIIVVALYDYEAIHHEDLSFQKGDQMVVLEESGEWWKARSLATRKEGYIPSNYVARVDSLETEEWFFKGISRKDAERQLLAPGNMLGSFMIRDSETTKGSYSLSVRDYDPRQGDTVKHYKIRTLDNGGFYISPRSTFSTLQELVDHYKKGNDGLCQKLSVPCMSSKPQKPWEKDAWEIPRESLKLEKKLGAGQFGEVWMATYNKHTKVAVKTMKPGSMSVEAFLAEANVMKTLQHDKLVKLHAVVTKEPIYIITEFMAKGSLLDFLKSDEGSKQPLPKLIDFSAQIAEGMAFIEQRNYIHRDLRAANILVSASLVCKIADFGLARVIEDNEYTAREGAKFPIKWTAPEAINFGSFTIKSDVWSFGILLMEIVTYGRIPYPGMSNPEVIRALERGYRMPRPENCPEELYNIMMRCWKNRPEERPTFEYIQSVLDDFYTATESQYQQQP
# TNF necrop inh – TNF-alpha cell death inhibition in Jurkat FADD-/- cells; Jurkat FADD-/- TNF necroptosis rescue, ATP luminescence, 24 h; 0 = TNF only, 100 = no-TNF cells; activation (protection from cell death), % at 10 µM; 0.068% of 220,000 active;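 active = activation, meaning protection from cell death, of at least 50% relative to plate controls; inactive = activation below 50%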;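 also: necroptosis triggered by 40 ng/mL TNF-alpha added together with compound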
# thrombin 1536 – inhibitors of human thrombin; alpha-thrombin, Boc-VPR-AMC fluorogenic substrate cleavage; inhibition, % at 5 µM; 0.26% of 220,000 active; AID 1046;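 active = inhibition at or above 40%; inactive = inhibition below 40%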;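 also: 0% = enzyme with no compound and 100% = wells without enzyme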
#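 System: human alpha-thrombin protein; Compound dosing: one concentration per compound, 5 µM, with 0.2% DMSO; Timing: reaction at room temperature; Technique: AMC fluorescence, 355/460 nm; Controls: enzyme without compound as high, wells lacking enzyme as low.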
# FXIa inh – inhibitors of human coagulation factor XIa | AID 798 | inhibition, % at 5 µM | purified FXIa, Boc-Glu-Ala-Arg-AMC fluorogenic substrate | 0.14% of 220,000 active | P03951;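 active = inhibition of at least 40%; inactive = inhibition below 40%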;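 also: fluorescence of freed AMC excited at 355 nm; 0% = enzyme without compound and 100% = no enzyme blank; many of its hits are not listed in these tables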
# The depositor's hits bear a star; . = no result given.
SMILES,L929 necroptosis,FXIIa inh,Rad51 HR inh,hK5 inh,Cl transport mod,Hck-Nef inh,TNF necrop inh,thrombin 1536,FXIa inh
Cc1nn(Cc2ccccc2)c(C)c1NC(=O)Cn1nc([N+](=O)[O-])c(Cl)c1C,0.0,11.7,12.9,-0.8,-0.0192,0.2,-2.0,3.8,10.2
O=C(O)COc1ccc(/C=N/NC(=O)c2ccccc2Br)cc1,-0.8,5.2,.,.,-0.0202,-9.0,-0.5,-5.2,-0.7
Cc1[nH]nc(SCC(=O)N2CCCCC2)c1[N+](=O)[O-],0.0,16.6,-4.8,0.6,.,1.3,0.2,-1.9,3.6
Cc1nc(N2CCOCC2)c2oc3ccccc3c2n1,0.6,7.5,0.5,-0.6,.,1.9,-13.9,2.4,-3.3
COc1cc(C(=O)NCCC2=CCCCC2)cc(OC)c1OC,3.0,5.1,0.0,-13.2,-0.609,-0.9,1.9,-2.2,-0.8
CC(C)(C)C1CCC(=NNC(=O)C(=O)NC2CCCCC2)CC1 (stereo not drawn),-0.4,10.2,.,2.4,1.14,2.3,1.0,7.9,1.9
C=CCN(CCNP(=O)(OCC)OCC)CP(=O)(OCC)OCC,-0.2,17.0,-1.1,4.1,0.777,-1.0,-3.3,6.4,17.7
CCOc1ccccc1C(=O)NCC(=O)OCc1c(C)noc1C,1.1,15.1,6.4,-20.2,-0.475,6.2,1.9,-0.2,2.0
Cc1c(/C=N/NC(=O)c2sc3ccccc3c2Cl)cnn1C,0.2,13.6,6.6,2.2,-1.75,0.6,-7.0,1.9,0.9
O=C(Cc1n[nH]c(=O)c2ccccc12)OCC(=O)c1ccc2c(c1)OCCO2,0.1,1.6,-2.7,7.3,0.401,2.8,-10.0,-4.4,-26.6
COc1ccc(S(=O)(=O)N2CCOC2CNC(=O)C(=O)NCc2ccco2)cc1C (stereo not drawn),-0.4,1.9,.,-4.7,0.762,19.2,0.7,6.3,-3.9
O=Cc1ccc(Oc2cc(-c3ccccc3)nc(-c3ccccc3)n2)cc1,0.5,12.2,.,-1.4,-0.556,10.3,2.2,1.0,3.9
COC(=O)c1cnc(Oc2ccc(NC(=O)NC(=O)c3c(F)cccc3F)cc2)cc1C(F)(F)F,0.9,5.9,6.2,0.6,-0.0442,6.2,4.7,-2.2,4.1
CN(C)CCOc1ccccc1-c1ccccc1,0.5,-12.0,-6.7,3.0,0.112,0.5,0.1,-2.4,-10.1
CSCCC(NC(=O)C1CCCCC1)c1nc2ccccc2[nH]1 (stereo not drawn),2.9,-2.0,-14.5,1.1,0.365,16.3,4.5,-3.0,0.9
COc1ccc(C(=O)CSc2nccc(=O)[nH]2)cc1,1.7,-2.9,.,-17.4,0.129,9.5,-0.1,3.6,3.3
CCCCN(C)C(=O)CS(=O)(=O)Cc1nc(-c2cccc(OC)c2)oc1C,0.4,19.2,-4.1,43.9*,-0.469,18.2,-0.3,14.2,13.4
COc1ccc(CN2CCN(C(=O)c3cc(OC)c(OC)c(OC)c3)CC2)cc1OC,-0.1,8.6,-6.0,-3.1,-1.38,-1.5,-0.5,-5.8,-1.9
CCOC(=O)c1csc(NC(=O)CSc2nnnn2-c2ccc3c(c2)OCCO3)n1,0.4,9.4,5.1,-8.4,-1.3,19.8,-3.6,0.3,7.3
O=C(NC(Cc1ccccc1)C(=O)OCC(=O)N1CCc2ccccc21)c1ccco1 (stereo not drawn),4.3,8.3,4.8,-18.4,-3.68*,-5.0,-1.0,-1.9,-13.9
Oc1ccc(-c2n[nH]c(C(F)(F)F)c2-c2ccccc2)c(O)c1,0.2,9.8,12.3,.,-0.0867,1.5,-5.9,-1.6,2.2
CCN(C(=O)COc1ccccc1[N+](=O)[O-])C1CCS(=O)(=O)C1 (stereo not drawn),-0.1,7.9,12.6,-6.5,.,1.7,0.6,2.0,3.7
CCc1ccc(OCCCC(=O)NCc2ccccc2)cc1,0.6,12.1,9.8,-10.6,-0.892,4.5,1.5,-1.4,11.1
CC(=O)C1=C(O)C(=O)N(CC(=O)O)C1c1ccccc1Cl (stereo not drawn),0.8,6.9,-5.1,33.6,-0.1,22.3,1.1,32.2,2.4
Cc1cccc(NC(=O)CSc2nc(N)c(NC(=O)c3cccs3)c(=O)[nH]2)c1,.,13.3,8.0,-7.6,-0.0733,-0.9,0.7,5.0,6.7
CC(=O)Nc1ccc(Cl)cc1C(=O)O,0.1,-0.4,1.0,12.6,0.454,0.2,-0.9,-9.3,-10.6
COc1ccc(C(CNC(=O)c2ccc(S(=O)(=O)N(C)C)cc2)N2CCCC2)cc1 (stereo not drawn),0.8,3.4,-9.0,-7.9,-2.07,19.5,2.2,13.9,4.5
Cc1ccc(C)c(CSc2nnc(-c3cccnc3)n2N)c1,1.0,14.3,2.2,-12.0,.,8.1,-0.1,-3.3,8.5
CN(C)S(=O)(=O)c1ccccc1C#N,-0.5,3.5,-0.7,1.9,-1.09,-26.6,-1.1,-3.2,-11.5
Cc1ccccc1C(=O)N1CCN(c2ccccn2)CC1,0.0,7.5,0.4,-7.7,0.0293,16.3,-1.1,-1.4,1.5
CCOC(=O)c1cnc(SCc2ccc(C(C)(C)C)cc2)nc1N,0.7,17.7,-3.4,-19.2,-1.34,-16.8,-0.2,1.6,2.8
COCC(=O)N(CCN(C)C)Cc1cc2cc3c(cc2nc1Cl)OCO3,1.9,4.5,-3.7,-1.5,0.153,21.7,0.5,-10.2,-4.5
CCc1ccc(NC(=O)N2CCN(c3ccccc3)CC2)cc1,0.6,6.6,.,.,-1.89,-1.0,1.0,-0.1,1.4
Cc1ccccc1NCCNc1ccccc1C,-0.2,13.5,-1.8,-1.3,-0.0395,-1.7,0.1,2.6,5.8
CSCCC(NC(N)=O)C(=O)NCc1ccc(Cl)cc1 (stereo not drawn),0.5,7.6,3.0,-8.5,-0.0178,-2.3,4.5,-4.9,-1.6
CCOC(=O)c1cnn(-c2ccccc2)c1-c1ccccc1,2.9,14.9,-1.7,3.6,-0.161,-19.7,-2.5,4.9,4.3
COc1ccc(/C=N/N=C2/NC(=O)C(c3ccccc3)S2)c(OC)c1 (stereo not drawn),0.6,7.5,-1.3,-7.2,.,-4.4,-1.1,-1.1,2.2
CCn1cc(SCC(=O)NCc2ccc3c(c2)OCO3)c2ccccc21,-0.3,11.5,-3.5,-1.0,-2.48,2.0,1.0,1.0,0.1
CCN(CC)c1ccc(/C=N/O)cc1,3.5,3.9,3.7,3.5,-0.0167,2.5,-0.3,-5.2,-3.3
O=C(CN1C(=O)CC(c2ccccc2)=Nc2ccccc21)NCc1ccccc1,-0.2,16.4,2.5,-9.6,-0.847,14.3,-0.9,1.2,9.2
Cc1ccc(S(=O)(=O)c2ccc(-n3nc(C)cc3N)cc2)cc1,2.8,8.9,17.7,1.7,0.219,12.1,-0.2,-1.2,-5.4
COc1cccc(-n2nnc3c(=O)n(CC(=O)OCc4ccccc4)cnc32)c1,0.1,11.3,-7.3,-3.6,0.0404,4.8,-0.9,-0.1,5.7
CC(C)CCNC(=O)c1cc(-c2ccncc2)nc2ccc(S(=O)(=O)N3CCOCC3)cc12,.,13.8,.,-8.7,0.382,0.2,-1.6,-2.2,4.8
COc1ccc(CCNC(=O)CSc2ccsc2[N+](=O)[O-])cc1OC,3.0,4.5,12.4,0.7,0.996,23.0,1.3,0.1,-2.2
CC(C)(C)NC(=O)CSCc1c(Cl)cccc1Cl,0.1,3.6,.,-7.8,0.191,3.2,2.2,-2.7,-0.3
Cc1c(C(=O)/C=C/N(C)C)nnn1-c1ccc(Cl)cc1C#N,1.1,9.3,4.5,13.1,0.241,18.2,1.3,-1.1,6.6
CC(C)NS(=O)(=O)c1ccc(OCC(=O)NCc2cccnc2)cc1,-0.8,12.3,-1.3,-6.2,1.74,7.1,-1.6,8.1,-4.2
CC(C)(C)c1ccc(C(=O)NNC(=O)c2cccc(-n3cnnn3)c2)cc1,-0.5,5.6,11.5,1.1,1.47,22.7,1.8,-1.3,1.4
Cc1ccc(NC(=O)c2ccc(OC(F)(F)F)cc2)cc1S(=O)(=O)N(C)C,3.9,10.1,4.3,-5.1,1.57,1.8,-6.2,-8.6,-2.3
c1ccc(C2=Nn3c(nnc3-c3ccncc3)SC2)cc1,-0.3,3.8,.,-6.6,-1.41,0.8,1.2,-8.5,-2.6
COC(=O)C1C(=O)OC(C)(C)C1C(C)C(=O)c1ccccc1 (stereo not drawn),0.7,9.5,3.6,1.7,.,1.2,-0.3,2.4,-0.8
O=S(=O)(c1ccc(F)c(F)c1)N1CCN(Cc2ccc3c(c2)OCO3)CC1,0.3,-4.3,-13.6,3.1,1.15,2.3,-1.1,1.3,16.4
Cc1[nH]nc2ncc(C(=O)c3ccccc3O)cc12,0.5,13.8,-2.5,-2.3,.,-0.6,1.5,-2.4,-1.8
O=C(c1cn(CC(=O)N2CCCCC2)c2ccccc12)C1CC1,-0.1,12.4,-4.6,9.2,-0.0141,0.6,0.6,3.7,7.5
Nc1n[nH]c(C2CC2)c1N=Nc1ccc(Cl)c(Cl)c1,1.4,10.9,-13.3,7.3,-0.206,16.3,-2.0,0.7,4.5
CC(=O)c1c(O)cc(=O)n(-c2ccccc2)c1-c1cccc2ccccc12,-0.2,-0.7,.,1.7,-0.076,-0.3,-2.8,-0.2,-2.2
CCn1nnnc1NCc1ccc(OCc2ccc(F)cc2Cl)c(OC)c1,1.1,7.3,0.4,-0.9,-0.0879,26.0,1.0,-4.0,7.3
COc1cc(OC)cc(C(=O)N[C@H](C(=O)Nc2nnc(C3CC3)s2)C(C)C)c1,2.4,1.6,6.8,-2.1,0.825,-1.4,2.3,-4.2,-7.5
CCn1c2ccccc2c2nnc(SCC(=O)NC(CC(C)C)C(=O)OC)nc21 (stereo not drawn),-0.5,14.1,2.7,-2.1,-0.000861,0.4,-3.2,4.1,3.9
COCCNS(=O)(=O)c1cccc2cccnc12,1.9,3.0,-4.6,-0.9,0.257,-0.4,0.2,-7.8,-3.9

# The final 2 compounds of the part above are carried over, then new ones follow:
SMILES,L929 necroptosis,FXIIa inh,Rad51 HR inh,hK5 inh,Cl transport mod,Hck-Nef inh,TNF necrop inh,thrombin 1536,FXIa inh
CCn1c2ccccc2c2nnc(SCC(=O)NC(CC(C)C)C(=O)OC)nc21 (stereo not drawn),-0.5,14.1,2.7,-2.1,-0.000861,0.4,-3.2,4.1,3.9
COCCNS(=O)(=O)c1cccc2cccnc12,1.9,3.0,-4.6,-0.9,0.257,-0.4,0.2,-7.8,-3.9
COC(=O)c1sc2cnccc2c1N,-0.4,-1.8,13.3,-27.5,0.203,22.8,-4.7,-0.8,-9.9
CCCCn1c(SCc2cccnc2)nc2c1c(=O)n(C)c(=O)n2C,-0.3,12.6,-2.7,-1.8,-0.359,-0.7,-1.8,-5.2,3.8
Cc1ccc(OCc2nc(-c3ccccn3)n[nH]2)cc1,0.5,3.6,-12.4,-13.0,-0.179,2.7,-1.3,1.4,-0.2
O=S1(=O)CCC(NS(=O)(=O)c2cccc3cccnc23)C1 (stereo not drawn),0.4,-15.0,5.0,-6.5,0.796,5.7,-1.0,-3.8,-20.1

# Single entries from the list:
# `COC(=O)c1sc2cnccc2c1N` – Rad51 HR inh = 13.3
# `CCCCn1c(SCc2cccnc2)nc2c1c(=O)n(C)c(=O)n2C` – FXIIa inh = 12.6
# `O=S1(=O)CCC(NS(=O)(=O)c2cccc3cccnc23)C1` (stereo not drawn) – thrombin 1536 = -3.8

# Some of the compounds tested, so the mix of outcomes need not match the whole.
